# Screening data deposited in PubChem BioAssay by Broad Institute.
# CAL PDZ FP-1 = untagged CAL PDZ binding inhibitors, primary screen, biochemical, fluorescence polarization, HTS | purified CAL PDZ, TMR-peptide fluorescence polarization, 1 h | inhibition, % at 24.9 µM | Golgi-associated PDZ and coiled-coil motif-containing protein (Homo sapiens), Q9HD26 | AID 602252, 2012 | actives 0.92% (n = 300,000);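 active = mean inhibition of at least 30% with at least half of replicates also reaching 30%; inconclusive = no clear call, values can overlap the other calls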;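 also: 0% = DMSO neutral control and 100% = excess unlabeled competitor peptide PRC23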
# SR-BI DiI-HDL act = activators of SR-BI mediated DiI-HDL uptake, primary screen, ldlA[mSR-BI] CHO cells, DiI fluorescence; actives 0.096% (n = 320,000); 3 h; 100 = double the neutral-control signal; activation, % at 12.5 µM;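 active = mean replicate activation of at least 60% and every replicate at or above 60%; inconclusive = mean or all-replicate condition met, but not both; inactive = mean below 60% and not all replicates reaching 60%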;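 also: 0% = median plate neutral-control signal and 100% = twice that signal; values of inactives mirror those of a sister screen read the other way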
#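 Assay system: CHO ldlA[mSR-BI] cells, LDL receptor-null, SR-BI overexpressing; medium: Ham's F12 with 0.5% BSA, HEPES 25 mM, pH 7.4; also added: DiI-HDL 10 µg/mL; timing: 3 h uptake period with compound, 37 °C; signal: DiI fluorescence, bottom read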
# SR-BI HDL uptake = inhibitors of SR-BI mediated HDL lipid uptake, primary screen, ldlA[mSR-BI] cells, fluorescence, single point | Scavenger receptor class B member 1 (Mus musculus), Q61009 | ldlA[mSR-BI] CHO cells, DiI-HDL uptake fluorescence, 3 h | inhibition, % at 12.5 µM | actives 0.96% (n = 320,000);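 active = mean replicate inhibition of at least 70% and a set share of replicates each scoring 70 or more; inconclusive = meets just one of the two criteria; inactive = fails both criteria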;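 also: 0% = median of neutral control wells and 100% = median of positive control wells; values of inactives mirror those of a sister screen read the other way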
# Target sequence (Q61009 whole entry, looked up): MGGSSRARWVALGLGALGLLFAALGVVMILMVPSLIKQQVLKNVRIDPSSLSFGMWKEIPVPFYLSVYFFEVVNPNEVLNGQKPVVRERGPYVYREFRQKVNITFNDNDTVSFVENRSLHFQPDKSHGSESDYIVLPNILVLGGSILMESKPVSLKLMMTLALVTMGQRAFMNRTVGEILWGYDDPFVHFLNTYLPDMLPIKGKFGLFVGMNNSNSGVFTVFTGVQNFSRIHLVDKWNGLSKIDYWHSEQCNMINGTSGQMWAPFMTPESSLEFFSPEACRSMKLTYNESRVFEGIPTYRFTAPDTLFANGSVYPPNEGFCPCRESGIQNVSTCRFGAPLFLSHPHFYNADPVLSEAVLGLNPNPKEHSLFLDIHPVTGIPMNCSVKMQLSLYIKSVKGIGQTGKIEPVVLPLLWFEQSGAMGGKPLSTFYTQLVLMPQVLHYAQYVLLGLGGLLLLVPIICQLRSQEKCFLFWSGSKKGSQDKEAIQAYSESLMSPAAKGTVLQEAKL
# Rtt109 Vps75 = inhibitors of C. albicans Rtt109/Vps75 HAT, primary screen, biochemical, ThioGlo CoA-SH fluorescence, plate reader; Histone acetyltransferase RTT109 (Candida albicans (strain SC5314 / ATCC MYA-2876)), …; purified Rtt109/Vps75, 4 h; inhibition, % at 34.9 µM; actives 0.16% (n = 330,000); AID 540336, 2011;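 active = inhibition of at least 50% in every replicate; inconclusive = best replicate reaches 50% inhibition but some replicates fall short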
# Target sequence (Q5AAJ8 whole entry, looked up): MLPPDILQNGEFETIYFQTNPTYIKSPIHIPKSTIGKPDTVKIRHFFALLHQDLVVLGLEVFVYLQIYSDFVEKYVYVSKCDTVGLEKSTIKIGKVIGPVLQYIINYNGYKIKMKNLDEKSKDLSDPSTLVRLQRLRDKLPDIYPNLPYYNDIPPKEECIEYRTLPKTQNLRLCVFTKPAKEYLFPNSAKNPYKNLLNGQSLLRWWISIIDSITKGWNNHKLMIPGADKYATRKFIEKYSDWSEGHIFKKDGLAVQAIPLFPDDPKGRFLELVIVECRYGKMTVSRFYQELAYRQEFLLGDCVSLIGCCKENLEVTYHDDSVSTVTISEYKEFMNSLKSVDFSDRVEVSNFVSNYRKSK
# dFosB act = activators of delta FosB homodimer, primary screen, biochemical, fluorescence polarization, TAMRA-CDK5 oligo, single point | Protein FosB (Mus musculus), P13346 | purified delta FosB; percent of positive-control signal above neutral wells | activation, % at 25 µM | actives 0.99% (n = 340,000);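 active = mean activation above about 17%, with every replicate also reaching it, limit read from the data, passing the limit was not always enough; inconclusive = only one of the two conditions met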;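 also: fluorescence polarization rise as delta FosB binds a TAMRA Cdk5 AP-1 oligo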
# CAL PDZ FP-2 = CAL PDZ peptide-binding inhibitors, primary screen, biochemical, fluorescence polarization, Cer-tagged CAL PDZ, HTS; AID 504414, 2011; Golgi-associated PDZ and coiled-coil motif-containing protein (Homo sapiens), Q9HD26; purified CAL PDZ, TMR-peptide fluorescence polarization, 1 h; inhibition, % at 20 µM; actives 0.02% (n = 330,000);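 active = highest replicate inhibition of at least 40%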;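 also: plate controls were DMSO neutral control wells for no effect and unlabeled competitor peptide control wells for full effect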
#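 Test system: purified CerCALP PDZ construct; Compound dosing: one concentration, 20 µM compound; Also added: TMR-labelled reporter peptide T*-PRC34 bound in PDZ groove; Read-out: inhibition from polarization loss; Controls: unlabelled peptide and DMSO controls; Signal: FP readout, S and P plane fluorescence; Incubation: 1 h at RT.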
# MITF act = activators of MITF-driven TRPM1 promoter reporter, primary screen, cell-based, SK-MEL-5, luciferase, single point | SK-MEL-5 TRPM1-promoter luciferase, 24 h; % of positive control, neutral wells = 0 | actives 0.75% (n = 300,000) | activation, % at 12.5 µM;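 active = mean activation of at least 80% with every replicate also reaching 80%; inconclusive = mean reaches 80% but some replicate falls short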;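 also: 0% = neutral control wells and 100% = parthenolide positive control wells; values of inactives mirror those of a sister screen read the other way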
# PfHsp90 yeast 2 = growth inhibition of PfHsp90-expressing yeast, primary screen, antimalarial PfHsp90 inhibitor project, S. cerevisiae, BacTiter-Glo luminescence, single point, set 2; actives 0.32% (n = 310,000); BacTiter-Glo ATP, 48 h; yeast lacking PDR1 and PDR3 efflux regulators; AID 504621, 2011; inhibition, % at 9.4 µM;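 active = every replicate shows inhibition above about 80%, whatever the replicate mean, limit read from the data; inconclusive = mean inhibition reaches the set limit but some replicate falls short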;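 also: 0% = DMSO neutral controls and 100% = 20 µM radicicol positive controls; yeast relying on Plasmodium falciparum Hsp90 in place of its own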
# NSD2 HMT inh = NSD2 histone methyltransferase inhibitors, primary screen, biochemical, AlphaScreen, single concentration, set 2. Histone-lysine N-methyltransferase NSD2 (Homo sapiens), O96028. NSD2 peptide methylation, 120 min. actives 0.54% (n = 310,000). inhibition, % at 12.5 µM; in the data active = inhibition above about 50%
# PvdQ inh = P. aeruginosa PvdQ acylase inhibitors, primary screen, biochemical, fluorescence, plate reader and imaging, single point | PvdQ acylase [Pseudomonas aeruginosa LESB58] | purified PvdQ acylase | inhibition, % at 10 µM | actives 0.063% (n = 340,000); in the data active = inhibition above about 30%, passing the limit was not always enough; inconclusive = no clear call, values can overlap the other calls;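 also: 0% = vehicle neutral wells and 100% = reference inhibitor wells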
# * hit, by the source's call; ? = inconclusive; / = not tested or not shown.
SMILES,CAL PDZ FP-1,SR-BI DiI-HDL act,SR-BI HDL uptake,Rtt109 Vps75,dFosB act,CAL PDZ FP-2,MITF act,PfHsp90 yeast 2,NSD2 HMT inh,PvdQ inh
O=C(N=C1SC2CS(=O)(=O)CC2N1c1ccccc1)c1ccccc1 (configuration not stated),-2,14,-14,5,-7,0.2,9,0,0,-6
Cc1ccc(C2(CCNS(=O)(=O)c3ccc(C)cc3)CCOC(C(C)C)C2)cc1 (configuration not stated),-4,-9,9,-3,-6,-0.3,-5,-21,-3,9
COc1ccc(CCNC(=O)C2CCCN2C(=O)NC2CCCCC2)cc1OC (configuration not stated),0,-24,24,-8,2,-2.1,/,34,2,-14
O=C(Nc1nnc(S(=O)(=O)N2CCOCC2)s1)c1cccc(F)c1,/,22,-22,-10,-8,0.2,/,-15,/,3
COc1ccc(CC(=O)Nc2sc3c(c2C(N)=O)CCCC3)cc1OC,-6,-14,14,-4,-7,0.3,-1,4,8,-4
Cc1cccn2c(=O)c(/C=C(\C#N)C(=O)NC3CCS(=O)(=O)C3)c(Oc3ccccc3Cl)nc12 (configuration not stated),-4,2,-2,-37,-1,-4.4,-45,-11,0,0
CC1(C)Cc2c(sc(NC(=O)C(=O)N3CCN(CCO)CC3)c2C(N)=O)CO1,-2,13,-13,0,-4,-2.1,-8,-20,-6,-9
Cc1ccc(OCCC(=O)OCC(=O)Nc2cc(C)nn2-c2ccccc2)cc1,-5,5,-5,-1,-8,-0.6,2,-22,/,-13
Cc1c(Nc2ncnc3c2cnn3-c2ccccc2)c(=O)n(-c2ccccc2)n1C,-4,23,-23,26,-3,-2.5,7,5,-2,8
COc1ccc(NS(=O)(=O)c2cc(NC(=O)Cc3n[nH]c(=O)c4ccccc34)ccc2OC)cc1,51*,-18,18,-7,-3,-2.5,2,-3,-4,-18
Cc1ccc(/C=N/NC(=O)C[n+]2ccccc2)o1,1,12,-12,7,7,-0.6,-1,21,1,-11
Nn1c(-c2ccc(F)cc2)nc2ccccc2c1=O,-5,17,-17,0,3,-0.1,/,-13,-8,-19
C=CCc1cccc(/C=N/NC(=O)CNc2ccccc2)c1O,-1,-21,21,1,2,-0.4,-46,11,2,-14
O=C(CNc1ccccc1)Nc1cccc2ccccc12,-2,-26,26,13,-7,0.5,/,-7,3,-2
CC(C)(C)CC(C)(C)NC(=S)N1CCN(Cc2ccc3c(c2)OCO3)CC1,-1,-1,1,28,-1,-1.1,6,26,0,2
CCCCN1C(N)=NC[C@@H]1C(C)O (some centres not stated),9,4,-4,6,-6,-0.6,6,-37,/,-8
COc1ccccc1NC(=O)COc1ccc(C(=O)OCC(=O)N2CCCC2=O)cc1OC,-1,-5,5,4,-6,-3.9,5,-23,3,-7
Cc1cccc(CS(=O)(=O)c2ncc(Cl)c(C(=O)Nc3c(C)cccc3C)n2)c1,-2,5,-5,3,-4,-2.7,-18,-10,3,-4
N#CC(C#N)=C/C=C(\Nc1ccc(Cl)cc1)c1ccc(Cl)cc1,15,-13,13,1,-9,-0.9,-8,-3,-2,-6
Cc1cc(SCc2ccc(F)cc2)nc(=O)[nH]1,-5,13,-13,-8,-5,-1.2,3,-1,-5,-6
CN(CC(=O)NCc1ccccn1)S(=O)(=O)c1ccc(F)cc1,4,10,-10,-1,-9,0.0,3,/,-2,-11
O=S(=O)(c1ccc(Cl)cc1)N1CCN(c2ccccn2)CC1,10,0,0,-5,-10,-0.8,11,-15,1,-5
S=C(NCc1ccncc1)Nc1ccc(Cl)cc1,-9,5,-5,-5,0,-1.2,7,11,-1,-9
Cc1csc(NC(=O)CNS(=O)(=O)c2cccs2)n1,-2,5,-5,-1,-5,-4.1,/,16,1,4
NC(=O)NCCc1ccccc1,-2,18,-18,4,4,0.1,1,/,/,-4
Cn1cc(Br)c(C(=O)N/N=C/c2cc3c(cc2Cl)OCO3)n1,-6,-39,39,-2,-5,-1.8,89*,-19,-2,-9
O=S(=O)(Nc1ccc(N2CCOCC2)cc1)c1cccs1,1,-1,1,-3,5,-1.4,4,2,10,-5
O=C(Cn1cnc2cc([N+](=O)[O-])ccc2c1=O)NC(c1ccccc1)c1ccccc1,3,11,-11,-1,2,-1.2,-27,5,1,-8
COCCN1C(=O)c2oc3ccccc3c(=O)c2C1c1ccc(C(=O)OC)cc1 (configuration not stated),/,19,-19,0,1,0.7,1,6,/,3
N#Cc1ccsc1NC(=O)COC(=O)c1cc(Br)ccc1O,0,22,-22,1,-3,-1.2,17,-8,/,-6
CC1CCCN(C(=O)c2nn(C)c3c2CSc2ccccc2-3)C1 (configuration not stated),-3,-5,5,2,-7,-0.6,/,-16,/,-4
COCCN(C(=O)C1CC(=O)N(Cc2ccccc2)C1)c1nc(-c2ccc([N+](=O)[O-])cc2)cs1 (configuration not stated),/,-62,62,-5,-9,-1.0,-7,-34,1,3
COc1ccc(-c2cc(C(=O)OCC(=O)N3CCCCC3)c3ccccc3n2)cc1OC,-10,-74,?,0,-25,-3.1,4,-4,-4,-16
C=CCc1ccccc1OCC(O)CN1CCN(c2ccc(OC)cc2)CC1 (configuration not stated),-4,17,-17,5,-3,0.0,-2,/,14,-12
CCC1CCCCN1C(=O)c1ccc2c(c1)C(=O)N(c1ccc(C)cc1)C2=O (configuration not stated),0,-9,9,-9,-3,-2.5,-12,-4,44,-4
CN(Cc1ccccc1)S(=O)(=O)c1ccc(S(=O)(=O)N(Cc2ccc(F)cc2)C2CCCC2)cc1,-3,-16,16,-14,-5,0.8,-19,/,-1,-14
O=C(Nc1ccc(N2CCOCC2)cc1)C1CCN(S(=O)(=O)c2ccccc2F)CC1,2,/,/,-30,-6,0.2,-15,-35,2,-9
O=C(O)CCSc1nc(C(F)(F)F)cc(=O)n1-c1ccccc1,0,23,-23,0,-8,0.4,/,/,-2,-10
COc1cc(NC(=O)Cc2ccc([N+](=O)[O-])cc2)c(C(=O)O)cc1OC,-1,16,-16,1,-9,0.0,-1,-1,-1,-14
Cc1cc(C(=O)N/N=C/c2ccc([N+](=O)[O-])cc2)c(C)o1,-2,-29,29,-5,-6,1.9,21,3,5,23
COc1ccc(CN2C(=O)c3ccccc3C(/C=N\OCc3ccc(C)cc3)C2=O)cc1 (configuration not stated),-1,-22,22,-76,-2,-0.2,-5,/,2,-6
N#CCSCC(=O)Nc1ccc(F)cc1,-23,7,-7,-2,0,-0.3,-3,10,-1,2
O=C(NCC(=O)N(Cc1cccs1)C(C(=O)NC1CCCC1)c1ccco1)c1cccs1 (configuration not stated),4,8,-8,-7,-1,/,0,-9,2,-14
COc1ccc(-n2nc(C(=O)NCC(=O)Nc3cccc(C)n3)c3ccccc3c2=O)cc1,-2,9,-9,2,-6,0.4,1,-2,/,4
O=C(O)c1ccccc1NS(=O)(=O)c1ccc(N/N=C/c2ccc(O)c(O)c2)c([N+](=O)[O-])c1,5,-7,7,-1,-18,-0.6,3,11,116*,2
COc1ccc(OC)c2[nH]c(=O)c(CCNC(=O)C(C)(C)C)cc12,/,18,-18,-6,-5,-0.6,3,0,/,-6
COc1ccc(CNC(=O)CCC(=O)Nc2cccnc2)cc1,-1,-8,8,2,1,1.2,6,21,-3,-9
Cn1c(N2CCN(C(c3ccccc3)c3ccccc3)CC2)nc2ccccc21,/,-4,4,11,-9,-0.5,-2,-16,-1,17

# Structural class: the entries above with fluorine
SMILES,CAL PDZ FP-1,SR-BI DiI-HDL act,SR-BI HDL uptake,Rtt109 Vps75,dFosB act,CAL PDZ FP-2,MITF act,PfHsp90 yeast 2,NSD2 HMT inh,PvdQ inh
O=C(Nc1nnc(S(=O)(=O)N2CCOCC2)s1)c1cccc(F)c1,/,22,-22,-10,-8,0.2,/,-15,/,3
Nn1c(-c2ccc(F)cc2)nc2ccccc2c1=O,-5,17,-17,0,3,-0.1,/,-13,-8,-19
Cc1cc(SCc2ccc(F)cc2)nc(=O)[nH]1,-5,13,-13,-8,-5,-1.2,3,-1,-5,-6
CN(CC(=O)NCc1ccccn1)S(=O)(=O)c1ccc(F)cc1,4,10,-10,-1,-9,0.0,3,/,-2,-11
CN(Cc1ccccc1)S(=O)(=O)c1ccc(S(=O)(=O)N(Cc2ccc(F)cc2)C2CCCC2)cc1,-3,-16,16,-14,-5,0.8,-19,/,-1,-14
O=C(Nc1ccc(N2CCOCC2)cc1)C1CCN(S(=O)(=O)c2ccccc2F)CC1,2,/,/,-30,-6,0.2,-15,-35,2,-9
O=C(O)CCSc1nc(C(F)(F)F)cc(=O)n1-c1ccccc1,0,23,-23,0,-8,0.4,/,/,-2,-10
N#CCSCC(=O)Nc1ccc(F)cc1,-23,7,-7,-2,0,-0.3,-3,10,-1,2

# Compounds were not picked by outcome (roughly 4.3% active in at least one column).
